Bioassay records: PubChem, Broad Institute
TcdB inh: blocks C. difficile toxin B glycohydrolase activity; TcdB glycohydrolase enzymatic assay, plate reader; inhibition, % at 9.99 µM; AID 652162; 350,000 tested, 0.24% active; in the data active means inhibition above about 10%
Target sequence (P18177 whole entry, looked up): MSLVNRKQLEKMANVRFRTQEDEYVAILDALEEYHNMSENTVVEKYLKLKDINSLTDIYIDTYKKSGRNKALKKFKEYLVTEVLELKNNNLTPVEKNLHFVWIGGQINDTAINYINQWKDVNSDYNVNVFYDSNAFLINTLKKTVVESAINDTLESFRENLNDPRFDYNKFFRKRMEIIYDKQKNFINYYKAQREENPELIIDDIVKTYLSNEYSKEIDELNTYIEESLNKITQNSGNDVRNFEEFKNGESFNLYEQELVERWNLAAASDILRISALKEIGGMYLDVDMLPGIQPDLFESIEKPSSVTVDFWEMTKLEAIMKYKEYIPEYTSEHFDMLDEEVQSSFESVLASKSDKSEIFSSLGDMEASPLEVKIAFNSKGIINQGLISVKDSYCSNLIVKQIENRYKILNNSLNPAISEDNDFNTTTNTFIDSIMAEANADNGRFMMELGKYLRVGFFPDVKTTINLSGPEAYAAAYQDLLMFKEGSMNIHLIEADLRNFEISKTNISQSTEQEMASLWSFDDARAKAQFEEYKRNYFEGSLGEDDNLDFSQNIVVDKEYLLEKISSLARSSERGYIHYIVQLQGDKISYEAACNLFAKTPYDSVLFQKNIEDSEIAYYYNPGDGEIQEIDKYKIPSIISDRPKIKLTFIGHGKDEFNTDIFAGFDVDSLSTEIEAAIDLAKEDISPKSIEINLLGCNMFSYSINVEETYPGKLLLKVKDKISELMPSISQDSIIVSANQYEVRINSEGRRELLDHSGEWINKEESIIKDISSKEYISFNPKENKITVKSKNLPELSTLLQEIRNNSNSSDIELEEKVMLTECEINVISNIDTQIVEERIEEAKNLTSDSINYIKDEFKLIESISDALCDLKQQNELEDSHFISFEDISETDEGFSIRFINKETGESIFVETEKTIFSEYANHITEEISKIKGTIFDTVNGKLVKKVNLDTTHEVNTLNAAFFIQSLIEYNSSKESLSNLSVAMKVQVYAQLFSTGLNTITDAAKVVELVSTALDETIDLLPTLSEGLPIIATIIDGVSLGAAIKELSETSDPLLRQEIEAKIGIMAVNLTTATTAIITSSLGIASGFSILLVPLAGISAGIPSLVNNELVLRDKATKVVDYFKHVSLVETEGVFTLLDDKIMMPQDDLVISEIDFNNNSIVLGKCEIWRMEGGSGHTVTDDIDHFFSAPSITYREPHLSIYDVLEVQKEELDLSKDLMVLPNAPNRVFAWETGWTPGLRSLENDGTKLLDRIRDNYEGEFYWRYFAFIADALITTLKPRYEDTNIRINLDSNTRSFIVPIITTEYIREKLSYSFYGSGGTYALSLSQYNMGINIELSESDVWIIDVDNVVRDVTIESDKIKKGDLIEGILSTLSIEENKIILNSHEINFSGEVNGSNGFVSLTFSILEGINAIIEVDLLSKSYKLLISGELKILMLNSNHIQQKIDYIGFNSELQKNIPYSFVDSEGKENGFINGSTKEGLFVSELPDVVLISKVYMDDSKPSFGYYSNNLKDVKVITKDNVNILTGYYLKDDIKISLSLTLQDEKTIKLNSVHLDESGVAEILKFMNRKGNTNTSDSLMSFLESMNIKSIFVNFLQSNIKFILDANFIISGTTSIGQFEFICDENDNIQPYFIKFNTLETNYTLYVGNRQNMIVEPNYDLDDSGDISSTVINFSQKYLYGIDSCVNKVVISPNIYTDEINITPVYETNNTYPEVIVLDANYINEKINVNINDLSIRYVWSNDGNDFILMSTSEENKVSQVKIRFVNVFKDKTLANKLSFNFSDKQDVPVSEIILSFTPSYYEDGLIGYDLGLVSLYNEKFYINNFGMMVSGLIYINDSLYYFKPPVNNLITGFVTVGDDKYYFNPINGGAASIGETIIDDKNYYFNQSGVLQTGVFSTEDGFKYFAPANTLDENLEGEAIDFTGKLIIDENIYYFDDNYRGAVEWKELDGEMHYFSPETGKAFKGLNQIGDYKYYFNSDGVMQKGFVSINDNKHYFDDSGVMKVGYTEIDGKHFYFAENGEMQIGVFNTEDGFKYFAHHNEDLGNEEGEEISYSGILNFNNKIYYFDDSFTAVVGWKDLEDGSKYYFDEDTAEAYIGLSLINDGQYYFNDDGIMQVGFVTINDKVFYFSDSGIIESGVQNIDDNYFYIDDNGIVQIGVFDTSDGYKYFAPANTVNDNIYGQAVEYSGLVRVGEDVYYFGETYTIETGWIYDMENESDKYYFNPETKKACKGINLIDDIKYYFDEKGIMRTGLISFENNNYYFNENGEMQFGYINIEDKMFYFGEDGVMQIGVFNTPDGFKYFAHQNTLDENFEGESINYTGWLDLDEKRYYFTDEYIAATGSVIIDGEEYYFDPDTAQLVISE
Active calls of the source: *. Not all compounds are listed; rates above refer to the full screens.

no. | Molecule | TcdB inh
1 | COc1ccc(S(=O)(=O)N(C)C[C@@H]2OCCCC[C@@H](C)Oc3ccc(NC(=O)Nc4ccc5c(c4)OCO5)cc3C(=O)N([C@H](C)CO)C[C@@H]2C)cc1 | 1.1
2 | COc1ccc2c3c([nH]c2c1)[C@H](CO)N(Cc1ccccc1)CC31CCN(C(=O)c2ccccn2)CC1 | 0.3
3 | COc1ccc2c3c([nH]c2c1)[C@H](CO)N(C(=O)c1ccncc1)CC31CN(C(=O)C2CCC2)C1 | 1.1
4 | CCC(=O)Nc1ccc2c(c1)C(=O)N(C)[C@@H]1CC[C@H](CC(=O)NCCc3ccccc3)O[C@@H]1CO2 | 0.8
5 | C[C@H]1CN([C@@H](C)CO)C(=O)Cc2cc(NC(=O)Cc3ccccc3)ccc2O[C@H]1CN(C)S(=O)(=O)c1ccc(Cl)cc1 | 0.6
6 | O=C(N[C@H]1CC[C@H](CCNS(=O)(=O)c2ccc(Cl)cc2)O[C@H]1CO)c1cnccn1 | 0.7
7 | COc1cccc(S(=O)(=O)N[C@H]2CC[C@@H](CCN)O[C@@H]2CO)c1 | 1.3
8 | COc1ccc2c3c(n(C)c2c1)[C@H](CO)N(S(C)(=O)=O)CC31CN(C(=O)c2ccccn2)C1 | 0.2
9 | C[C@@H]1CN([C@@H](C)CO)C(=O)Cc2cc(NC(=O)Nc3ccccc3)ccc2O[C@@H]1CN(C)Cc1ccccc1 | 0.5
10 | CCCC#Cc1cnc2c(c1)C(=O)N([C@@H](C)CO)C[C@@H](C)[C@H](CN(C)C(=O)Nc1ccccc1OC)O2 | -0.1
11 | C[C@@H]1CN([C@@H](C)CO)C(=O)c2cccc(NC(=O)c3nc4ccccc4s3)c2O[C@@H]1CN(C)S(=O)(=O)c1cn(C)cn1 | -0.2
12 | O=S(=O)(N[C@@H]1CC[C@H](CCn2cc(-c3ccccn3)nn2)O[C@@H]1CO)c1cccc(Cl)c1 | 0.8
13 | C[C@H](CO)N1C[C@H](C)[C@H](CN(C)Cc2ccc(C(F)(F)F)cc2)Oc2ccc(NC(=O)CCCCCC(=O)Nc3ccccc3N)cc2CC1=O | 0.2
14 | C[C@@H]1CCCCO[C@H](CN(C)S(=O)(=O)c2ccc(F)cc2)[C@@H](C)CN([C@H](C)CO)C(=O)c2cc(NC(=O)CCCCCC(=O)Nc3ccccc3N)ccc2O1 | -0.1
15 | O=C(C[C@@H]1C[C@H]2c3cc(NC(=O)c4cccnc4)ccc3O[C@H]2[C@@H](CO)O1)NCC1CC1 | -0.4
16 | CCS(=O)(=O)N(C)C[C@@H]1N[C@H](CO)[C@@H]1c1ccc(C#CC(C)C)cc1 | -3.0
17 | CCC(=O)N1[C@@H]2c3ccc(C4=CCCCC4)c(=O)n3C[C@H]1[C@H](CO)[C@H]2C(=O)N[C@@H](C)c1ccccc1 | -0.2
18 | COc1ccc(-c2ccc3c(c2)[C@H]2[C@H](CCN2C(=O)c2ccc4c(c2)OCO4)[C@H](CO)N3C)cc1 | -7.0
19 | CN1C(=O)c2cc(NC(=O)Cc3cccs3)ccc2OC[C@H]2O[C@@H](CC(=O)NCC3CCCCC3)CC[C@@H]21 | -0.1
20 | C[C@@H]1CN([C@@H](C)CO)C(=O)c2cc(C#CCN(C)C)cnc2O[C@@H]1CN(C)Cc1ccc2c(c1)OCO2 | -1.1
21 | C[C@@H]1CN([C@@H](C)CO)C(=O)CCCn2cc(nn2)CO[C@@H]1CN(C)Cc1ccc2c(c1)OCCN2C | -1.1
22 | COc1ccccc1-c1ccc2n(c1=O)C[C@@H]1[C@@H](CO)[C@H](C(=O)N(C)C)N(CC3CCOCC3)[C@H]21 | -3.7
23 | CCC(=O)Nc1ccc2c(c1)OC[C@@H](C)N(Cc1ccncc1)C[C@@H](C)[C@H](OC)CN(C)C2=O | -6.7
24 | C[C@@H]1CN([C@H](C)CO)S(=O)(=O)c2ccc(C#CC3(O)CCCC3)cc2O[C@H]1CN(C)C(=O)Nc1ccc(F)cc1 | 1.9
25 | C[C@H]1CCCCO[C@@H](CN(C)S(=O)(=O)c2ccc(Cl)cc2)[C@@H](C)CN([C@@H](C)CO)C(=O)c2cc(NC(=O)CCC(F)(F)F)ccc2O1 | -0.9
26 | C[C@@H]1CN([C@@H](C)CO)C(=O)c2cc(C#CCN(C)C)cnc2O[C@@H]1CN(C)C(=O)CCN1CCCCC1 | 1.2
27 | COc1ccc(S(=O)(=O)N(C)C[C@H]2OCCCC[C@H](C)Oc3ccc(NC(=O)C4CCCCC4)cc3C(=O)N([C@@H](C)CO)C[C@H]2C)cc1 | 0.4
28 | Cc1noc(C)c1NC(=O)Nc1ccc2c(c1)C(=O)N([C@@H](C)CO)C[C@@H](C)[C@H](CN(C)Cc1ccc(-c3ccccc3)cc1)O2 | -0.4
29 | C[C@H](CO)N1C[C@H](C)[C@@H](CN(C)S(=O)(=O)c2ccccc2)Oc2cc(C#Cc3ccncc3)ccc2S1(=O)=O | -1.1
30 | CN(C)CCCNC(=O)C[C@@H]1CC[C@@H]2[C@H](COc3ccc(NS(C)(=O)=O)cc3C(=O)N2C)O1 | 0.4
31 | CCC(=O)Nc1ccc2c(c1)C(=O)N(C)C[C@H](OC)[C@@H](C)CN(C(=O)c1ccccc1F)[C@@H](C)CO2 | -0.1
32 | COc1cccc(CNC(=O)[C@@H]2[C@@H](CO)[C@@H]3Cn4c(ccc(-c5cccc(OC)c5)c4=O)[C@@H]3N2C)c1 | 0.7
33 | COc1ccc(NC(=O)N(C)C[C@@H]2Oc3ccc(NC(=O)NC(C)C)cc3CC(=O)N([C@H](C)CO)C[C@H]2C)cc1 | 0.1
34 | C[C@H](CO)N1C[C@H](C)[C@H](CN(C)C(=O)Nc2ccc(F)cc2)Oc2c(NS(=O)(=O)c3cccs3)cccc2C1=O | -1.9
35 | COc1ccc(S(=O)(=O)N(C)C[C@H]2OCCCC[C@@H](C)Oc3ccc(NC(=O)Nc4ccc(F)cc4)cc3C(=O)N([C@H](C)CO)C[C@H]2C)cc1 | 0.8
36 | C[C@H]1CN([C@@H](C)CO)C(=O)Cc2cc(NS(=O)(=O)c3cn(C)cn3)ccc2O[C@H]1CN(C)S(=O)(=O)c1cccs1 | -1.2
37 | C[C@H]1CN([C@@H](C)CO)C(=O)c2c(c3ccccc3n2C)-c2ccccc2CO[C@@H]1CN(C)S(=O)(=O)c1ccc(C#N)cc1 | 0.3
38 | COc1ccccc1NC(=O)N[C@@H]1CC[C@@H](CCNS(=O)(=O)c2ccc(Cl)cc2)O[C@@H]1CO | -9.4
39 | C[C@@H]1CCCCO[C@H](CN(C)C(=O)Nc2ccc(F)cc2)[C@@H](C)CN([C@@H](C)CO)C(=O)c2cc(NC(=O)CCC(F)(F)F)ccc2O1 | 2.0
40 | C[C@@H]1CCCCO[C@H](CN(C)S(=O)(=O)c2ccccc2)[C@H](C)CN([C@@H](C)CO)C(=O)c2cc(NC(=O)Nc3ccccc3)ccc2O1 | 1.3
41 | Cc1cccc(S(=O)(=O)N[C@H]2CC[C@H](CCn3cc(-c4ccccn4)nn3)O[C@H]2CO)c1 | -1.6
42 | CCCN(C)C[C@H]1Oc2cc(-c3ccccc3)ccc2S(=O)(=O)N([C@H](C)CO)C[C@H]1C | -0.1
43 | CN(C)C(=O)C[C@@H]1C=C[C@@H](NC(=O)NC2CCCCC2)[C@@H](CO)O1 | -1.6
44 | COCCNC(=O)C[C@@H]1C=C[C@@H](NC(=O)NC2CCCCC2)[C@@H](CO)O1 | 0.3
45 | COCCNC(=O)C[C@@H]1C[C@@H]2c3cc(NC(=O)CN(C)C)ccc3O[C@@H]2[C@@H](CO)O1 | -0.3
46 | COc1ccccc1NC(=O)N1CCCCN2[C@H](CO)[C@H](c3ccc(C#CC4CC4)cc3)[C@H]2C1 | -0.7
47 | CC(=O)N1CC[C@@H]2[C@H]1c1cc(-c3ccccc3)ccc1N(C)[C@@H]2CO | 1.2
48 | C[C@H](CO)N1C[C@H](C)[C@@H](CN(C)Cc2ccccn2)Oc2cc(-c3ccccc3)ccc2S1(=O)=O | 0.1
49 | Cc1noc(C)c1NC(=O)N(C)C[C@H]1Oc2c(NS(C)(=O)=O)cccc2C(=O)N([C@@H](C)CO)C[C@H]1C | -6.8
50 | C[C@@H]1CN([C@H](C)CO)C(=O)c2cc(NC(=O)C3CCCCC3)ccc2O[C@@H](C)CCCCO[C@@H]1CN(C)Cc1ccncc1 | -0.2

Reformatted: results already given.
41	Cc1cccc(S(=O)(=O)N[C@H]2CC[C@H](CCn3cc(-c4ccccn4)nn3)O[C@H]2CO)c1
  TcdB inh: -1.6
42	CCCN(C)C[C@H]1Oc2cc(-c3ccccc3)ccc2S(=O)(=O)N([C@H](C)CO)C[C@H]1C
  TcdB inh: -0.1
43	CN(C)C(=O)C[C@@H]1C=C[C@@H](NC(=O)NC2CCCCC2)[C@@H](CO)O1
  TcdB inh: -1.6

Continued.
no. | Molecule | TcdB inh
51 | C[C@@H]1CN([C@H](C)CO)C(=O)c2cc(/C=C/c3ccccc3)cnc2O[C@@H]1CN(C)C | 1.3
52 | C[C@H](CO)N1C[C@H](C)[C@H](CN(C)C(=O)Nc2cccc3ccccc23)OCCCC[C@H](C)Oc2ccc(NS(=O)(=O)c3ccc(F)cc3)cc2C1=O | 0.0
53 | COc1ccccc1CN1[C@H](CO)[C@H]2c3ccccc3N(C(=O)C3CCCC3)C[C@H]21 | 0.7
54 | C[C@H]1CN([C@@H](C)CO)C(=O)Cc2cc(NC(=O)Nc3ccc(F)cc3)ccc2O[C@@H]1CN(C)S(C)(=O)=O | -0.3
55 | COC(=O)C[C@@H]1CC[C@H]2[C@@H](COc3ccc(NS(=O)(=O)c4ccccc4Cl)cc3C(=O)N2C)O1 | -0.4
56 | C[C@@H]1CN([C@H](C)CO)C(=O)Cc2cc(NS(=O)(=O)c3ccccc3)ccc2O[C@H]1CN(C)C | -3.1
57 | CNC[C@H]1Oc2ccc(NC(=O)Nc3ccc4c(c3)OCO4)cc2C(=O)N([C@@H](C)CO)C[C@H]1C | -0.2
58 | CCCNC(=O)C[C@H]1CC[C@@H]2[C@H](COC[C@H](O)CN2C(=O)Nc2ccc(Cl)c(Cl)c2)O1 | -1.8
59 | CC(C)NC(=O)Nc1cccc2c1O[C@@H](CN(C)S(=O)(=O)c1ccccc1)[C@@H](C)CN([C@H](C)CO)C2=O | -0.1
60 | C[C@H](CO)N1C[C@H](C)[C@@H](CN(C)S(=O)(=O)c2ccc(Cl)cc2)Oc2c(NS(=O)(=O)c3ccc(Cl)cc3)cccc2C1=O | -1.0
61 | O=C(C[C@@H]1C=C[C@@H](NC(=O)c2cccc(F)c2)[C@H](CO)O1)NCc1ccccc1 | -1.6
62 | O=C(Nc1ccccc1F)N1C[C@@H]2[C@H](c3ccccc31)[C@H](CO)N2C(=O)C1CCCC1 | -2.2
63 | CCC(=O)N1CCCCN2[C@@H](CO)[C@@H](c3ccc(C#CCOC)cc3)[C@@H]2C1 | 0.9
64 | COCc1cn(CC[C@@H]2CC[C@H](NC(=O)c3ccncc3)[C@@H](CO)O2)nn1 | -1.2
65 | COc1ccc(NC(=O)N[C@H]2CC[C@@H](CCn3cc(C4(O)CCCC4)nn3)O[C@H]2CO)cc1 | -1.0
66 | CN1c2ccc(Br)cc2[C@@H]2[C@@H](CCN2C(=O)C2CCCCC2)[C@H]1CO | 2.7
67 | Cc1noc(C)c1S(=O)(=O)Nc1ccc2c(c1)C(=O)N([C@@H](C)CO)C[C@@H](C)[C@@H](CN(C)S(=O)(=O)c1ccccc1)O2 | 1.1
68 | C[C@@H]1CN([C@H](C)CO)C(=O)c2cccc(NC(=O)Nc3ccc(F)cc3)c2O[C@@H]1CN(C)C(=O)Nc1ccc(F)cc1 | 2.0
69 | O=C(Nc1ccccc1)N1CC(=O)N2[C@@H](CO)[C@@H](c3ccc(C#CC4CC4)cc3)[C@@H]2C1 | 0.2
70 | N#C[C@@H]1[C@H](c2ccc(C3=CCCCC3)cc2)[C@H](CO)N1C(=O)Nc1ccccc1F | -0.1
71 | C[C@H]1CN([C@@H](C)CO)C(=O)c2cccc(NC(=O)c3ccncc3)c2O[C@@H]1CN(C)CC1CCCCC1 | 0.4
72 | O=C(C[C@@H]1CC[C@@H](NS(=O)(=O)c2ccccc2F)[C@H](CO)O1)NCCCN1CCOCC1 | 1.0
73 | Cc1noc(C)c1NC(=O)Nc1ccc2c(c1)C(=O)N([C@@H](C)CO)C[C@H](C)[C@@H](CN(C)C(=O)CCCN(C)C)OCCCC[C@H](C)O2 | 1.4
74 | N#C[C@H]1[C@H](c2ccccc2C2=CCCC2)[C@@H](CO)N1C(=O)C1CCOCC1 | -3.5
75 | COCC(=O)N1[C@@H]2CN(C)c3ccccc3[C@@H]2[C@@H]1CO | -3.4

The last four entries of the section above open the next one:
no. | Molecule | TcdB inh
72 | O=C(C[C@@H]1CC[C@@H](NS(=O)(=O)c2ccccc2F)[C@H](CO)O1)NCCCN1CCOCC1 | 1.0
73 | Cc1noc(C)c1NC(=O)Nc1ccc2c(c1)C(=O)N([C@@H](C)CO)C[C@H](C)[C@@H](CN(C)C(=O)CCCN(C)C)OCCCC[C@H](C)O2 | 1.4
74 | N#C[C@H]1[C@H](c2ccccc2C2=CCCC2)[C@@H](CO)N1C(=O)C1CCOCC1 | -3.5
75 | COCC(=O)N1[C@@H]2CN(C)c3ccccc3[C@@H]2[C@@H]1CO | -3.4
76 | COCC(=O)N1C[C@@H](C)[C@H](OC)CN(C)C(=O)c2cc(NC(=O)c3ccc(F)cc3)ccc2OC[C@H]1C | 0.3
77 | C[C@H]1CN([C@@H](C)CO)S(=O)(=O)c2ccc(-c3ccc(C#N)cc3)cc2O[C@@H]1CN(C)Cc1cccc(F)c1 | 0.2
78 | O=C(C[C@@H]1C[C@H]2c3cc(NC(=O)C4CCOCC4)ccc3O[C@H]2[C@H](CO)O1)NCc1cccnc1 | -0.1
79 | CCNC(=O)[C@H]1[C@H](CO)[C@H]2Cn3c(ccc(C4=CCCCC4)c3=O)[C@@H]1N2CC | -0.2
80 | C[C@H](CO)N1C[C@H](C)[C@H](CN(C)C(=O)NC2CCCCC2)Oc2ncc(C#Cc3cccc(F)c3)cc2C1=O | 0.6
81 | C[C@@H]1CN([C@H](C)CO)C(=O)c2cc(N(C)C)ccc2O[C@@H](C)CCCCO[C@H]1CN(C)Cc1ccccc1 | -22.5
82 | COC(=O)[C@H]1[C@H](CO)[C@H]2Cn3c(ccc(C4=CCCC4)c3=O)[C@H]2N1C(=O)C1CCCC1 | 0.5
